Apoferritin bind: binds horse apoferritin like a general anesthetic; apoferritin/1-aminoanthracene competitive binding, fluorescence; 350,000 tested, 0.074% active; Potency, µM (series often up to 77.5 µM), for inactives: at the top dose activity change, negative = displacement, actives largely listed as inhibitors; P02791; also: potency is read from the fitted curve at half-maximal effect; % is scaled to controls: 0 for no effect and ±100 for the full control effect; nearly all actives have a fitted effect of over 20% in size
Target sequence (P02791 2-175 limits assumed): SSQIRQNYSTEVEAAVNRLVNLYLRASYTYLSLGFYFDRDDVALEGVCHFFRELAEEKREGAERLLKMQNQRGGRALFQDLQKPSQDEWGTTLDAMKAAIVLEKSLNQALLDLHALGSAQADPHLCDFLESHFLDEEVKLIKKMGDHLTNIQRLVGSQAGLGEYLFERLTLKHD
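In PBS, apoferritin at 10 uM is loaded with 1-AMA from a 50% saturated solution. After 10 min of compound exposure at ambient temperature, reduced 535 nm fluorescence indicates probe displacement.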
Pol eta inh: DNA polymerase eta (human) inhibition. AID 588591. recombinant Pol eta, fluorescent DNA replication assay. 390,000 tested, 1.2% active. Potency, µM (highest dose often 114 µM), without a hit: top-dose activity change, negative = inhibition, usual class: inhibitors; also: potency is read from the fitted curve at half-maximal effect; % is scaled to controls: 0 for no effect and ±100 for the full control effect
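Pol eta (10 nM) was preincubated with compounds for 15 min at room temperature, after which fluorescent replication substrate (50 nM final) was added to start the reaction. Fluorescence was read kinetically at 0 and 10 min.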
Pol iota inh: inhibitors of human DNA polymerase iota. AID 588590. Pol iota fluorescent replication assay, 10 min. Potency, µM (series often up to 115 µM), for the others: at the top dose activity, negative = inhibition, usual class: inhibitors. Q9UNA4. 390,000 tested, 1% active; also: potency is read from the fitted curve at half-maximal effect
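Pol iota at 10 nM preincubated 15 min with compounds at room temperature; reaction started with fluorescent substrate, 50 nM final. Fluorescence read kinetically at 0 and 10 min; buffer-only wells as negative control.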
APE1 inh: inhibitors of human APE1 endonuclease | Potency, µM (top dose mostly 65.8 µM), without a hit: top-dose activity change, negative = inhibition, usual class: inhibitors | recombinant APE1, TAMRA/BHQ-2 abasic DNA cleavage fluorescence | 350,000 tested, 0.35% active;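 also: potency is read from the fitted curve at half-maximal effect; plate controls were vehicle for no effect and reference inhibitor for full effect; nearly all actives have a fitted effect of over 55% in size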
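APE1 at 0.75 nM final was preincubated with compound 15 min at room temperature, then 50 nM double-stranded THF abasic-site substrate (5'-TAMRA/3'-BHQ-2) was added. Fluorescence (ex 525/em 598 nm) was read kinetically; third-minus-first read gave activity.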
POLK inh: blocks human DNA polymerase kappa activity; purified Pol kappa, fluorescent DNA synthesis assay, 10 min; Potency, µM (top dose mostly 107 µM), without a hit: top-dose activity, negative = inhibition, hits mostly inhibitors; 400,000 tested, 0.53% active; also: potency is read from the fitted curve at half-maximal effect; % is scaled to controls: 0 for no effect and ±100 for the full control effect
Target sequence (Q9UBT6 whole entry, looked up): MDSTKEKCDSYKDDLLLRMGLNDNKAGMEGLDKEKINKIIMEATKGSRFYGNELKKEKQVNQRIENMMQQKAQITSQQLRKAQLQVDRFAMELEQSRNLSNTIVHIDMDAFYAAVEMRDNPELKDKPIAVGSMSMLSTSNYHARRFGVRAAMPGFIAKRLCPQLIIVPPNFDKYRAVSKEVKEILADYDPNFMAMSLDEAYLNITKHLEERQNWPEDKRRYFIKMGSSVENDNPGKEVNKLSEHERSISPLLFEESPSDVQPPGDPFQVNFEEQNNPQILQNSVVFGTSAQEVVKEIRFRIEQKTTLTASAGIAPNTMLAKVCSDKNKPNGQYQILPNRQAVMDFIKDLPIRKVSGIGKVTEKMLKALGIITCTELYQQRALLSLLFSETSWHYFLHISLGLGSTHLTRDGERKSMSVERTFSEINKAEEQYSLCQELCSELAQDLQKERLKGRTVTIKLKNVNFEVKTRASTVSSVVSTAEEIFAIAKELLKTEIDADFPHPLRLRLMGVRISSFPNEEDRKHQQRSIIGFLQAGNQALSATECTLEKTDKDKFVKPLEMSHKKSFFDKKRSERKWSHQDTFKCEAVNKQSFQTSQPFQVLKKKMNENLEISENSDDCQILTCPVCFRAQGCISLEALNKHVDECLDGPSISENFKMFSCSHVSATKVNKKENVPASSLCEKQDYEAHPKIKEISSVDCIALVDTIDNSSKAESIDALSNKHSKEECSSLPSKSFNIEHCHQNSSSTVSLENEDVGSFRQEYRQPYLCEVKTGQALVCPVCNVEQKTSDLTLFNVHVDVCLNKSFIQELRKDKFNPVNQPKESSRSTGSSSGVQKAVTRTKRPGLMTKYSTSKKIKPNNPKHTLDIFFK
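Kinetic fluorescence readout at 0 and 10 min followed reaction start with substrate at 50 nM final. Beforehand, enzyme (10 nM Pol kappa) stood 15 min with compound at room temperature; buffer-only wells were negative controls.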
Pol beta inh: blocks human DNA polymerase beta activity; Pol beta primer extension/strand displacement, fluorescence kinetic; Potency, µM (titrated, usually from 114 µM), inactives show at the top dose activity change, negative = inhibition, most hits filed as inhibitors; 340,000 tested, 1.3% active; also: potency is read from the fitted curve at half-maximal effect; % is scaled to controls: 0 for no effect and ±100 for the full control effect
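Preincubation: enzyme (10 nM) with compound, 15 min, RT. Reaction: substrate added to 50 nM final. Reads: 0 and 10 min. Analysis: normalized, Hill fit.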
RXFP1 antag: RXFP1 (human) relaxin receptor antagonism. Q9HBX9. HEK293-RXFP1, relaxin-stimulated cAMP HTRF, 30 min; stronger effect = lower value. activity change, negative = inhibition, % at 57.5 µM. 350,000 tested, 0.59% active. AID 1259400;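 active = activity change of -60% or lower, but not beyond a set lower limit; inconclusive = change between -60% and -40%, or beyond the set limit; inactive = change above -40%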; also: % is scaled to controls: 0 for no effect and ±100 for the full control effect
PGK inhibitor: blocks T. brucei phosphoglycerate kinase | PGK/GAPDH coupled, Kinase-Glo luminescence, 60 min | Potency, µM (doses to about 57.5 µM), for the others: at the highest dose activity change, negative = inhibition, hits mostly inhibitors | 380,000 tested, 0.043% active; also: potency is read from the fitted curve at half-maximal effect; % is scaled to controls: 0 for no effect and ±100 for the full control effect; nearly all actives have a fitted effect of over 60% in size
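Recombinant glycosomal PGK reaction used 1,3-bisphosphoglycerate generated in-well by GAPDH (100nM final) in 100mM TEA pH 7.6, 5mM MgCl2, 0.01% Tween-20. After 60 minutes at room temperature, ATP was read by Kinase-Glo Plus luminescence end-point.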
BLM helicase inh: Bloom syndrome helicase (human) inhibition; recombinant BLM DNA unwinding, fluorescence dequenching; 350,000 tested, 0.2% active; P54132; Potency, µM (series often up to 56.1 µM), for the others: at the top dose activity change, negative = inhibition, hits mostly inhibitors;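 also: potency is read from the fitted curve at half-maximal effect; plate controls were vehicle for no effect and no enzyme for full effect; nearly all actives have a fitted effect of over 35% in size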
* marks the source's active call; other numbers are inactive results; i = inactive; ? = inconclusive; · = not tested or not shown; [ ] = dose if it differs, or a comment. Unless noted, calls follow the shape of the dose curve; as a rule, active = well fitted curve in the direction sought with a large enough effect; inconclusive = small, poorly fitted or top-dose-only effect, or another doubt; inactive = no such curve, though single readings can be large; an effect the other way counts as inactive or inconclusive. This is a subset; rates above refer to the full screens.

SMILES	Apoferritin bind	Pol eta inh	Pol iota inh	APE1 inh	POLK inh	Pol beta inh	RXFP1 antag	PGK inhibitor	BLM helicase inh
COc1ccc(CCNC(=O)c2cc(C3CC3)nc3c2cnn3C(C)C)cc1	·	-12%	6%	-9%	3%	·	-13	i	·
CCC1CCCCN1C(=O)CSc1nc2c([nH]c3ccccc32)c(=O)n1-c1cccc(OC)c1 (stereo not given)	-4%	-16%	5%	·	-5%[60.1 µM]	18%	·	3%	-10%
CC(C)(C)c1ccccc1N=Cc1ccc2ccccc2n1	?	-11%	3%	-7%	-8%	19%	-21	19%	-4%
COc1ccc(S(=O)(=O)Cc2ccc(C(=O)N3CCN(c4ncccn4)CC3)o2)cc1	·	-3%	31%[activator]	·	-26%	·	·	i	·
Cc1cccc(C(C(=O)NC2CCCC2)N(Cc2cccnc2)C(=O)c2csnn2)c1 (stereo not given)	3%	-20%	42%[activator]	?	-9%	45%	-6	-8%	2%
COc1cc2c(cc1OC)C(COc1ccc(F)cc1)N(C(=O)c1ccc(S(=O)(=O)N3CCCC3)cc1)CC2 (stereo not given)	-9%	-3%	9%	·	-6%[60.1 µM]	4%	·	-7%	-4%
COC1CCCN(C(=O)c2ccc3oc(Cc4ccc(Cl)cc4)nc3c2)C1 (stereo not given)	?	-14%	37%[activator]	20%	-10%	17%	7	-7%	-3%
Cc1cc(C(C)(C)C)nc2[nH]n(-c3ccccc3)c(=O)c12	-20%	0%	12%	4%	-2%	21%	-2	-4%	-3%
COc1ccc(CCNC(=O)c2ccc(Cl)cc2)cc1	11%	-10%	-12%	0%	-1%	3%	-9	-2%	-1%
COc1ccc(C(=O)Cn2c(=O)c(-c3cc(C)ccc3NC(C)=O)nc3ccccc32)cc1	-4%	-2%	5%	·	-21%	2%	5	10%	-1%
Cc1cc(-c2nnc(CCC(=O)NC(C)c3cccc4ccccc34)o2)no1 (stereo not given)	-8%	2%	30%	12%	-4%	22%	12	-9%	-1%
Cn1c(CC(=O)NNC(=O)c2ccccc2[N+](=O)[O-])nc2ccccc21	·	-1%	-10%	8%	-13%	·	15	3%	·
Cc1ccc(CNC(=O)CSc2nnc(CNC(=O)c3ccccc3)o2)cc1	-5%	-10%	10%	3%	-10%	13%	2	5%	1%
COc1ccc(CCC(=O)OCc2csc(CC(=O)Nc3ccc(C)cc3)n2)cc1OC	·	-8%	18%	2%	-5%	·	-14	-3%	·
CCCCN1C(=O)c2ccc(C(=O)OCC(=O)NCCc3ccc(S(N)(=O)=O)cc3)cc2C1=O	·	-11%	89%[activator]	-12%	-14%	·	-29	13%	·
COCCCNC(=O)c1ccc2c(=O)n(Cc3ccc(Cl)cc3)c(=S)[nH]c2c1	-3%	1%	-15%	7%	-6%	14%	-8	·	-5%
Cn1c(=O)c2c(nc(Sc3ncnn3CC(=O)NC3CCCCC3)n2C)n(C)c1=O	-7%	-6%	-12%	0%	7%	14%	-5	-1%	0%
C[C@@H]1NC(=O)N[C@@H]1CCCCCC(=O)O	·	?	30%	·	2%	·	·	-6%	·
C/C(=N\NC(=O)C1(C)NC(C)(C)Cc2ccccc21)c1ccccc1 (stereo not given)	?	-3%	-2%	1%	-8%	0%	-3	-13%	6%
CCOc1ccc(C(CC(=O)O)NC(=O)c2ccco2)cc1 (stereo not given)	-7%	-11%	25%	-3%	-5%	64%	7	-4%	3%
CC(=O)c1ccc(NC(=O)C2CC(=O)Nc3nc4ccccc4n32)cc1 (stereo not given)	6%	-3%	5%	-2%	-19%	-1%	-3	-3%	-5%
Cc1ccc(C)[n+](CC(=O)N2CCCCC2)c1	-3%	10%	29%	-7%	-12%	-6%	18	2%	0%
CCN(CC)CC(=O)c1ccc(-c2ccccc2)cc1	3%	-13%	?	-8%	-19%	3%	-5	-1%	5%
Cc1cc(NC(=O)CCC(=O)N(CC(=O)NC2CCCC2)c2ccc(F)c(Cl)c2)no1	3%	-7%	112%[activator]	9%	-24%	20%	14	i	-4%
CC1CCN(CCCNC(=O)c2cc3c(s2)-c2ccccc2OC3)CC1	176%[activator]	-16%	3%	-1%	13%	-19%	2	-1%	23%

Compound profiles, as listed above. Order of values: Apoferritin bind | Pol eta inh | Pol iota inh | APE1 inh | POLK inh | Pol beta inh | RXFP1 antag | PGK inhibitor | BLM helicase inh
`Cc1ccc(C)[n+](CC(=O)N2CCCCC2)c1` is listed with -3% | 10% | 29% | -7% | -12% | -6% | 18 | 2% | 0%
`CCOc1ccc(C(CC(=O)O)NC(=O)c2ccco2)cc1` (stereo not given) is listed with -7% | -11% | 25% | -3% | -5% | 64% | 7 | -4% | 3%
`C[C@@H]1NC(=O)N[C@@H]1CCCCCC(=O)O` is listed with · | ? | 30% | · | 2% | · | · | -6% | ·
`COc1ccc(C(=O)Cn2c(=O)c(-c3cc(C)ccc3NC(C)=O)nc3ccccc32)cc1` is listed with -4% | -2% | 5% | · | -21% | 2% | 5 | 10% | -1%
`Cc1cc(C(C)(C)C)nc2[nH]n(-c3ccccc3)c(=O)c12` is listed with -20% | 0% | 12% | 4% | -2% | 21% | -2 | -4% | -3%

Next records:
SMILES	Apoferritin bind	Pol eta inh	Pol iota inh	APE1 inh	POLK inh	Pol beta inh	RXFP1 antag	PGK inhibitor	BLM helicase inh
CC(OC(=O)CCN=C1NS(=O)(=O)c2ccccc21)C(=O)Nc1ccc(F)c(F)c1F (stereo not given)	·	2%	0%	1%	-15%	·	-7	-7%	·
Cc1ccc(Cn2c(=N)c(C(=O)NCCN3CCOCC3)cc3c(=O)n4ccccc4nc32)cc1	-7%	5%	-3%	16%	-5%	20%	16	7%	-10%
CC(C)(CO)NCc1ccc(Br)cc1	0%	-12%	146%[activator]	14%	-7%	8%	2	-2%	-7%
COc1ccc(/C=C/C(=O)CCC(=O)O)cc1	-4%	-11%	31%[activator]	15%	2%	12%	-2	-4%	1%
CCCCSC(=S)NC1CCS(=O)(=O)C1 (stereo not given)	-4%	-7%	8%	5%	-6%	14%	-4	-4%	2%
Cc1ccn2cc(-c3ccc(O)c(O)c3)nc2c1	47%[activator]	22µM*	14µM*	-16%	20µM*	10µM*	-10	?	-19%
COc1ccc(OC)c(S(=O)(=O)n2nnc3ccccc32)c1	-8%	-14%	20%	12%	2%	3%	2	-11%	-1%
O=C(CNS(=O)(=O)c1ccccc1)Nc1ccc2c(c1)OCO2	-12%	-13%	34%[activator]	-1%	-1%	-23%	7	-11%	-3%
CCOc1ccccc1N(C(=O)c1ccco1)C(C(=O)NC1CCCC1)c1cccnc1 (stereo not given)	-8%	-9%	3%	-1%	6%	-3%	-4	-10%	1%
CCC(=O)OC1(C(C)=O)CCC2C3CCC4=CC(=O)CCC4(C)C3CCC21C (stereo not given)	·	-16%	5%	·	2%	·	-2	-9%	·
c1ccc(CCn2nnnc2CN2CCc3ccccc32)cc1	-23%	-8%	?	3%	0%	-8%	-7	-1%	-5%
CC1(C)Oc2ccc(C(=O)NC3CCCC3)cc2N(CC(=O)NC2CCCC2)C1=O	-3%	-3%	9%	-1%	-5%	?	8	11%	-1%
COc1cc(NC(=O)Cn2c(=O)cc(C)c3c(C)nn(-c4ccc(C)cc4)c32)cc(OC)c1	-11%	-15%	?	·	-8%	-2%	4	i	-1%
COC(=O)c1ccc(-n2c(C)cc(C(=O)COC(=O)CC3Sc4ccccc4NC3=O)c2C)cc1 (stereo not given)	2%	-12%	-5%	13%	0%	33%	-2	-7%	-5%
O=C1c2ccccc2C(=O)c2[nH]cnc21	-3%	-8%	31%[activator]	1%	-4%	?	17	-14%	-4%
CCN(CC)S(=O)(=O)c1cccc(C(=O)N[C@H](C(=O)NCc2ccc(Cl)cc2)C(C)C)c1	-23%	-7%	?	2%	-8%	-1%	4	0%	-21%
CCN(CCCNC(=O)CN(C)S(=O)(=O)c1ccc2c(c1)CCC(=O)N2)c1cccc(C)c1	-14%	-15%	-3%	-3%	-17%	24%	-7	-1%	-2%
C/C(=N\N1CCN(Cc2ccc(Cl)cc2)CC1)c1ccc([N+](=O)[O-])cc1	6%	-18%	36%[activator]	0%	-5%	1%	-32	i	-5%
CCOc1cc2[nH]c(=O)n(CCC(=O)N3CCN(c4ccccc4OC)CC3)c(=O)c2cc1OCC	-13%	-1%	3%	-3%	-1%	36%	-15	-7%	0%
C=CCc1cccc(CNc2c(C)cc(C)cc2C)c1O	?	-16%	43%[activator]	-3%	-3%	5%	-18	-1%	-8%
Cc1cc(C(=O)CN2C(=O)NC3(CCCc4ccccc43)C2=O)c(C)n1C (stereo not given)	-21%	-1%	-6%	0%	-21%	7%	2	i	-4%
COc1ccc(S(=O)(=O)N(n2c(C)nnc2-n2nc(C)cc2C)S(=O)(=O)c2ccc(OC)cc2)cc1	-7%	2%	-2%	-1%	-14%	-6%	2	7%	-5%
Cc1ccccc1CN(C)CCS(=O)(=O)c1cc(Cl)ccc1Cl	-8%	-18%	-3%	-2%	0%	15%	15	-7%	-8%
Cn1cc(S(=O)(=O)N2CCN(c3ccc(F)cc3)CC2)c(=O)n(C)c1=O	-6%	-12%	30%	4%	3%	-1%	10	-1%	0%
COc1cccc(OCC(=O)NC2CCCCC2)c1	-13%	-10%	21%	0%	1%	24%	1	·	-6%
NC(=O)c1ccc(NC(=O)COc2coc(CN3CCc4ccccc4C3)cc2=O)cc1	·	?	?	17%	-14%	·	-14	0%	·
CCc1[nH]c(=O)c(C#N)c2c1COC(C)(C)C2	-7%	-2%	10%	4%	-3%	2%	-13	i	-10%
CNC(=S)N/N=C/c1cc(Br)cc(Br)c1O	452%[activator]	-16%	2%	-14%	-5%	5%	5	-15%	3%
Cc1c(Cl)cccc1-n1nc(C)c2c(C(=O)NCc3ccccc3)cc(C3CC3)nc21	-14%	-8%	-26%	·	-5%	-7%	3	-3%	0%
CC1CN(C(=O)Nc2ccc(C(=O)NCc3cccc(F)c3)cc2)c2ccccc2S1 (stereo not given)	?	-13%	19%	·	-9%	-11%	-23	-5%	-2%

Screens from PubChem BioAssay.
